NPR2 activator: GC-B (human) receptor activation; P20594; HEK293-GC-B cells, CNP EC30, cGMP TR-FRET; 0% at EC30 CNP, 100% saturating CNP; activation, % at 10 µM; hit rate 0.11% among 370,000; AID 1920062;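 active = activation at 10 µM reaching about 35% in either raw or pattern-adjusted values, limit read from the data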
Target sequence (P20594 whole entry, looked up): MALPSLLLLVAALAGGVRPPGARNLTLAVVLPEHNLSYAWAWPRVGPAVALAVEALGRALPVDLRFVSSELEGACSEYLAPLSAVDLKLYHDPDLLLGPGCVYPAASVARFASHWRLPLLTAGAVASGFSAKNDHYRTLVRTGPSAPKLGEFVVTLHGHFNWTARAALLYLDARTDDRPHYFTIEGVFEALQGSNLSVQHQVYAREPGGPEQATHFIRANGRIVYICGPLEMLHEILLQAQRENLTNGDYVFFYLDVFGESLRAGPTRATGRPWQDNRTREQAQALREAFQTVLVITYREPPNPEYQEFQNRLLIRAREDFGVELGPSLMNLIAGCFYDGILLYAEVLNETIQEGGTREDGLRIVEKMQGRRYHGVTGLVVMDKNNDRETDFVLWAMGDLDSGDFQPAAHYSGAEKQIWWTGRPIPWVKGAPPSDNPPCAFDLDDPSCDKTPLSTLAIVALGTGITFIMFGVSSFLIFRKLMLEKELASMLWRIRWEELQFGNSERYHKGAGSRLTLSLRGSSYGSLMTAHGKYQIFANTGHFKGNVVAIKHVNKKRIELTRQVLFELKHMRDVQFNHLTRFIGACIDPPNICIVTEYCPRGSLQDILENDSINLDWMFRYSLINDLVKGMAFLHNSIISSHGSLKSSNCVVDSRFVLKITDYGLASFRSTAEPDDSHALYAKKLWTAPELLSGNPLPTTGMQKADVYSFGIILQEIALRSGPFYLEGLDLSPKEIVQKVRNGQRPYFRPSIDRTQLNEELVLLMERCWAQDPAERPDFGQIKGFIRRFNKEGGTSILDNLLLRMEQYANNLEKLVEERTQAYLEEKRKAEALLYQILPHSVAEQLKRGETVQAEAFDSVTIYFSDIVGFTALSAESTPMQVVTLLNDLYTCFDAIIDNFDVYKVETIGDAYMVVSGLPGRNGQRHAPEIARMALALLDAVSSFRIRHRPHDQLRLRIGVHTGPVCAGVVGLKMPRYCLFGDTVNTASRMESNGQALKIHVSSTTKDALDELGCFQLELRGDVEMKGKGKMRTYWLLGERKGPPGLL
PG9 binder: small molecules binding HIV-1 gp120 antibody PG9; TR-FRET gp120-PG9 antibody binding; inhibition, % at 6.7 µM; hit rate 0.43% among 360,000; AID 624416; in the data active = inhibition above about 8.5%
SMARCA2 act: activators of SMARCA2 function | hit rate 1% among 370,000 | MG213 cells, MMTV-luciferase reporter, dexamethasone, overnight | activation, % at 9.1 µM | AID 652017; in the data active = activation above about 7.8%;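 also: 0% = vehicle wells and 100% = reference activator wells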
ASAP1 inh: blocks human ASAP1-stimulated Arf1 GTP hydrolysis | Q9ULH1 | GDP FP detection | inhibition, % at 16.5 µM | hit rate 0.19% among 360,000 | AID 624377; in the data active = inhibition above about 25%;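 also: 0% = vehicle with enzyme and substrate and 100% = no enzyme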
HTRA1 inh: inhibitors of human serine peptidase HTRA1; Q92743; recombinant HTRA1, FP-rhodamine activity-based probe, fluorescence polarization; inhibition, % at 5.96 µM; hit rate 0.5% among 340,000; AID 504803; in the data active = inhibition above about 36%;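 also: 0% = enzyme with DMSO and 100% = wells lacking enzyme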
NR1D1 modulator: modulators of human Rev-erb alpha DNA binding | Rev-erbα–FITC-DNA binding, fluorescence polarization, 90 min | hit rate 0.79% among 370,000 | activity, % at 10 µM;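 active = activity above about 14%, limit read from the data; passing the limit was not always enough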;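 also: 0% = DMSO wells with 35 nM protein and 100% = DMSO wells with 750 nM protein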
rCAG RNA binder: r(CAG) repeat RNA binding; inhibition, % at 3 µM; hit rate 1.3% among 370,000; AID 651821; TO-PRO-1 dye displacement fluorescence;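 active = inhibition above the plate cutoff, the mean of all test compounds on that plate plus 3 SD, cut at about 35% in these data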;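 also: 0% = DMSO alone and 100% = 100 µM mitoxantrone as full dye displacement; higher means more dye released from RNA so lower well fluorescence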
mABHD4 FP: inhibits mouse alpha/beta hydrolase domain 4; hit rate 0.54% among 370,000; purified mABHD4, FP-Rh probe fluorescence polarization; AID 720543; inhibition, % at 8.92 µM; Q8VD66;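 active = inhibition exceeding the mean over every tested compound plus 3 SD, cut at about 30% in these data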;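 also: 0% = plate median of compound wells and 100% = S159A mutant with DMSO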
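Test system: mABHD4 protein; Read-out basis: % inhibition; Incubation: 45 min + 60 min at 25 °C; Repeats: single replicate; Technique: fluorescence polarization with parallel and perpendicular emission, 525/598 nm; Compound: 8.92 µM, single dose; Benchmarks: full inhibition S159A mutant plus DMSO, zero as sample-well median.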
GC-A act: GC-A (human) enzyme activation; P16066; HEK293 GC-A cells, cGMP TR-FRET, EC30 ANP; 0% at EC30 ANP, 100% saturating ANP; activation, % at 10 µM; hit rate 0.14% among 370,000; AID 1671463; in the data active = activation above about 40%
ARFGAP1 inh: inhibits rat ARF GTPase activating protein 1. hit rate 0.26% among 360,000. Arfgap1-stimulated ARF1 GTP hydrolysis, GDP FP detection. inhibition, % at 16.5 µM;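 active = inhibition above a per-plate limit, mean inhibition of low control wells plus 3 SD, cut at about 25% in these data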;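 also: 0% = DMSO wells with enzyme and 100% = wells lacking Arfgap1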
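Material: truncated rat Arfgap1 GAP domain; Incubation: compound-enzyme preincubation 20 min, reaction 120 min, detection 60 min, 25 °C; Read-out: percent inhibition of Arfgap1-stimulated GTP hydrolysis; Technique: FP, GDP Alexa 633 tracer displaced from anti-GDP antibody, 620/688 nm; Controls: No-Arfgap1 wells (100%) versus DMSO full-reaction wells (0%); Replication: single well per compound.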
Starred values were filed as active, the others as inactive; . = no result given.

[1] Cc1cccc(OCC(=O)NC2CCCCCC2)c1C
[2] O=C(CCNS(=O)(=O)c1ccc(Br)s1)NCc1ccccc1Cl
[3] O=C(O)C1C2C=CC(C2)C1C(=O)N1CCN(CCO)CC1 (stereo unspecified)
[4] COc1ccc(C)cc1NC(=O)c1nnn(CCc2ccccc2)c1N
[5] CCOc1ccc(C(=O)NCC(=O)NNC(=O)c2ccco2)cc1OCC
[6] N#CC1(c2ccccc2)CCC(=O)N1c1ccccc1 (stereo unspecified)
[7] O=C(CSc1nc2ccccc2s1)N1c2ccccc2Sc2ccccc21
[8] Cc1ccc(/C=C(\NC(=O)c2ccccc2)C(=O)NC(Cc2ccccc2)C(=O)O)cc1 (stereo unspecified)

compound no.	1	2	3	4	5	6	7	8
HTRA1 inh	-0.8	-6.3	-3.9	-8.5	-3.7	5.3	-50.5	-1.2
SMARCA2 act	3.3	-2.0	-0.4	4.2	-0.1	0.1	-0.5	-3.3
NPR2 activator	-1.4	3.3	2.5	-2.3	3.5	-7.9	-9.8	6.7
GC-A act	-0.3	-3.0	-2.9	-1.0	-2.1	0.0	-8.1	0.6
NR1D1 modulator	7.1	8.2	-3.0	1.1	-3.5	-4.5	4.3	-2.8
PG9 binder	-2.7	0.3	-0.1	-0.2	-0.1	-1.0	-0.1	-0.6
ARFGAP1 inh	7.4	-8.2	-17.0	9.6	-20.7	2.7	3.0	-6.9
rCAG RNA binder	-2.8	-1.6	-0.1	-1.1	2.4	-0.2	6.1	10.9
ASAP1 inh	-2.0	-11.5	6.6	-12.8	-8.9	8.1	16.8	-2.8
mABHD4 FP	0.4	-8.3	5.7	-3.6	-1.2	-1.5	-33.3	-5.3

[9] CCn1c(SCC(=O)N2c3ccccc3Sc3ccccc32)nnc1-c1ccco1
[10] O=C(CSc1ccc2ccccc2c1)N1CCN(c2ccc(O)cc2)CC1
[11] CCn1nnnc1NCc1cccn1C
[12] COc1cccc2sc3cc(NCC[C@@H]4CCCN4C)ccc3c(=O)c12
[13] Cc1ccc(S(=O)(=O)N2CCN(C(=O)CSC3CCCC3)CC2)c(C)c1
[14] Cc1nc(N)sc1-c1csc(N(C)c2ccc(O)cc2)n1
[15] Nc1c(C(=O)N2CCOCC2)cnn1Cc1ccccc1
[16] NC(=O)c1nsc(C(=O)N(c2ccccc2)C(C(=O)NC2CCCCC2)c2ccc(O)cc2)c1N (stereo unspecified)

compound no.	9	10	11	12	13	14	15	16
HTRA1 inh	-11.7	3.6	4.4	-6.8	-8.2	27.2	.	-6.9
SMARCA2 act	-1.4	-0.8	-1.7	5.2	-4.5	-1.3	-2.2	2.5
NPR2 activator	-11.7	-0.6	-0.1	1.4	-1.8	0.4	6.0	-18.0
GC-A act	-34.0	-1.7	1.4	6.2	-3.2	-4.1	-0.5	-36.5
NR1D1 modulator	2.5	-4.8	-24.6	-23.1	5.8	0.8	4.3	4.7
PG9 binder	-0.1	-0.9	0.1	1.3	0.7	-1.1	.	1.7
ARFGAP1 inh	-0.8	7.1	3.5	18.9	5.8	8.0	.	1.6
rCAG RNA binder	-2.7	0.3	13.8	5.1	-7.4	19.0	5.1	9.1
ASAP1 inh	10.0	-10.2	-7.3	-2.0	-3.5	13.3	.	-0.7
mABHD4 FP	3.4	13.7	-5.2	0.2	1.4	34.3*	-0.1	-1.0

Two of the compounds above, with bars between the fields.
cpd | mol | HTRA1 inh | SMARCA2 act | NPR2 activator | GC-A act | NR1D1 modulator | PG9 binder | ARFGAP1 inh | rCAG RNA binder | ASAP1 inh | mABHD4 FP
11 | CCn1nnnc1NCc1cccn1C | 4.4 | -1.7 | -0.1 | 1.4 | -24.6 | 0.1 | 3.5 | 13.8 | -7.3 | -5.2
12 | COc1cccc2sc3cc(NCC[C@@H]4CCCN4C)ccc3c(=O)c12 | -6.8 | 5.2 | 1.4 | 6.2 | -23.1 | 1.3 | 18.9 | 5.1 | -2.0 | 0.2

Arranged by molecular weight (rising): some entries from above.
[10] O=C(CSc1ccc2ccccc2c1)N1CCN(c2ccc(O)cc2)CC1
[13] Cc1ccc(S(=O)(=O)N2CCN(C(=O)CSC3CCCC3)CC2)c(C)c1
[16] NC(=O)c1nsc(C(=O)N(c2ccccc2)C(C(=O)NC2CCCCC2)c2ccc(O)cc2)c1N (stereo unspecified)

compound no.	10	13	16
HTRA1 inh	3.6	-8.2	-6.9
SMARCA2 act	-0.8	-4.5	2.5
NPR2 activator	-0.6	-1.8	-18.0
GC-A act	-1.7	-3.2	-36.5
NR1D1 modulator	-4.8	5.8	4.7
PG9 binder	-0.9	0.7	1.7
ARFGAP1 inh	7.1	5.8	1.6
rCAG RNA binder	0.3	-7.4	9.1
ASAP1 inh	-10.2	-3.5	-0.7
mABHD4 FP	13.7	1.4	-1.0

Next results:
[17] CC1CCCCN1N=Nc1nc2c([nH]1)c(=O)n(C)c(=O)n2C (stereo unspecified)
[18] CC(=O)NCC1CCCN(C(=O)c2oc3c(F)cccc3c2C)C1 (stereo unspecified)
[19] COc1ccc(N(CC(=O)Nc2cccc(C(=O)O)c2)S(=O)(=O)c2c(C)noc2C)cc1
[20] CC(=O)c1cccc(NS(=O)(=O)c2c(C)noc2C)c1
[21] Cc1c(NC(=S)NC(=O)c2cc3ccccc3o2)cccc1C(=O)O
[22] Cc1ccc(-n2c(SCC(N)=O)nc(O)cc2=O)cc1
[23] COc1ccc(-c2csc(N(CCc3ccccc3)C(=O)COc3ccccc3)n2)cc1
[24] O=C(NCC1CCCCC1)c1cccc(Br)c1
[25] CS(=O)(=O)c1ccccc1-c1nc(-c2ccc(C(F)(F)F)cc2)no1
[26] Cc1ccc(C(C)C)c(OCC(=O)c2c(O)c3ccccc3oc2=O)c1
[27] O=C(NCCC1=CCCCC1)c1cnsn1

compound no.	17	18	19	20	21	22	23	24	25	26	27
HTRA1 inh	2.3	-1.2	-3.6	0.2	-0.9	3.4	-6.0	-11.5	-15.9	-8.0	4.5
SMARCA2 act	0.5	-2.7	-2.5	2.4	0.0	-2.2	-4.7	-0.9	2.0	0.7	3.8
NPR2 activator	0.0	1.9	-1.8	-0.9	4.0	4.0	4.5	2.6	-8.1	-6.6	4.0
GC-A act	1.8	2.1	-1.0	0.9	-1.6	1.3	0.1	-3.5	2.0	-5.7	-1.2
NR1D1 modulator	-3.3	4.7	-3.3	-2.5	2.3	2.6	-1.7	1.3	5.1	1.8	-4.2
PG9 binder	-3.1	-1.0	-0.7	-1.8	-1.5	-1.2	1.6	-0.7	-3.4	-0.6	-1.3
ARFGAP1 inh	11.7	-2.3	6.8	-2.5	2.4	-0.5	12.3	10.6	2.8	-1.2	9.8
rCAG RNA binder	4.7	-0.6	25.6	2.4	2.6	3.0	6.8	-1.2	1.8	10.3	0.0
ASAP1 inh	-17.2	10.3	-16.1	-6.1	4.7	-8.1	-5.1	-5.7	-0.2	-9.6	-14.1
mABHD4 FP	4.5	-5.1	-16.3	1.6	-2.0	2.1	-1.4	7.0	-17.7	-5.4	-1.0

Compound profiles, from the list above.
`Cc1ccc(C(C)C)c(OCC(=O)c2c(O)c3ccccc3oc2=O)c1` across the screens: HTRA1 inh = -8.0; SMARCA2 act = 0.7; NPR2 activator = -6.6; GC-A act = -5.7; NR1D1 modulator = 1.8; PG9 binder = -0.6; ARFGAP1 inh = -1.2; rCAG RNA binder = 10.3; ASAP1 inh = -9.6; mABHD4 FP = -5.4
`O=C(NCCC1=CCCCC1)c1cnsn1` across the screens: HTRA1 inh = 4.5; SMARCA2 act = 3.8; NPR2 activator = 4.0; GC-A act = -1.2; NR1D1 modulator = -4.2; PG9 binder = -1.3; ARFGAP1 inh = 9.8; rCAG RNA binder = 0.0; ASAP1 inh = -14.1; mABHD4 FP = -1.0

Screens from PubChem BioAssay.
